tim10-1 inh = growth inhibitors of tim10-1 mutant yeast; S. cerevisiae tim10-1 ts strain growth, BacTiter-Glo, 24 h; inhibition, % at 20 µM; 330,000 tested, 2.2% active; AID 463190;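 active = inhibition of at least 40%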;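 also: mutant grown at 25 °C; 0% = DMSO wells with yeast and 100% = wells holding no yeast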
tim23-1 inh = growth inhibitors of tim23-1 mutant yeast; S. cerevisiae tim23-1 growth, BacTiter-Glo luminescence, 24 h; 330,000 tested, 1.3% active; inhibition, % at 20 µM;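 active = growth inhibition of the mutant yeast at or above 50%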;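 also: temperature-sensitive mutant grown at 25 °C; plate controls were DMSO-treated mutant yeast for no effect and medium wells lacking yeast for full effect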
GRIN3A LBD mod = NR3A (human) ligand-binding domain modulation; 340,000 tested, 2.5% active; AID 1259313; Tm shift relative to glycine control, % at 25 µM; NR3A LBD differential scanning fluorimetry, Tm shift; 0% = protein alone, 100% = glycine-bound protein;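 active = melting temperature shift of at least 10% of the positive control shift, at one fixed dose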
APJ agonist = APJ receptor agonism. CHO-K1 APJ PathHunter beta-arrestin, luminescence; 0% DMSO wells, 100% apelin. activation, % at 20 µM. AID 2520. 330,000 tested, 0.11% active;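 active = activation more than six SD over the plate average, tested at 20 µM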;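 also: 0% = DMSO alone and 100% = apelin-13 at 10 nM; some results filed as inactive read as strong as hits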
Target sequence (P35414 whole entry, looked up): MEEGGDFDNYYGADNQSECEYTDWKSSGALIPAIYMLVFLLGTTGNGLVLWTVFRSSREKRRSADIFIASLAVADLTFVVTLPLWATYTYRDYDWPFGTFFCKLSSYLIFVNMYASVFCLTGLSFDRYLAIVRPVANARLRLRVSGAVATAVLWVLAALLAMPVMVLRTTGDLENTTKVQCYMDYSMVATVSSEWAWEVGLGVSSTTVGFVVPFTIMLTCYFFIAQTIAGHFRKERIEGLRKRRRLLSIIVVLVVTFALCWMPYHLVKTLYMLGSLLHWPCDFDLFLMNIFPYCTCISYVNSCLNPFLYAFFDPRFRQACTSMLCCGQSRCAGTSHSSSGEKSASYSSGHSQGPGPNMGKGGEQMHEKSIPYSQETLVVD
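Incubation: overnight seeding, 90 min compound at 25 °C, 1 h detection; test system: PathHunter CHO-K1 APJ (AGTRL-1) beta-arrestin reporter cells; amount: 1000 cells/well; doses: one dose, 20 µM compound, 1% DMSO; measured by: beta-gal luminescence; measure: agonist-driven arrestin binding to APJ; benchmarks: negative DMSO alone, positive Apelin-13 at 10 nM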
MPTP block = permeability transition pore inhibition; isolated mouse mitochondria, Ca2+ swelling absorbance, 30 min; inhibition, % at 10 µM; 360,000 tested, 1.4% active;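 active = inhibition of 50% or more, scaled per plate between neutral and stimulator controls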;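 also: 0% = DMSO wells given calcium and 100% = 1 mM EGTA wells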
TIM10 inh = growth inhibitors of TIM10 yeast strain; AID 463195; 330,000 tested, 1.4% active; S. cerevisiae TIM10 strain growth, BacTiter-Glo luminescence, 24 h; inhibition, % at 10 µM;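 active = inhibition of 40% or more at the single tested concentration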;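 also: wild-type TIM10 isogenic control strain grown at permissive 25 °C; 0% = DMSO yeast wells and 100% = minimal medium wells without yeast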
NALP3 yeast inh = blocks the NALP3 inflammasome reconstituted in yeast; Yeast reconstituted NLRP3/ASC/caspase-1, beta-gal luminescence, 24 h; AID 2825; inhibition, % at 10 µM; 330,000 tested, 0.39% active;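 active = inhibition of 50% or more; inactive = inhibition below 50%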;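 also: plate controls were induced DMSO wells for no effect and uninduced yeast grown without galactose for full effect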
APJ antag = blocks the human apelin receptor APJ. inhibition, % at 20 µM. P35414. 330,000 tested, 0.32% active. CHO-K1 APJ beta-arrestin complementation, luminescence;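 active = inhibition above about 40% at 20 µM, limit read from the data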;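 also: cells challenged with 10 nM apelin-13 agonist together with compound; plate controls were apelin-13 plus DMSO wells for no effect and DMSO wells lacking apelin-13 for full effect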
MIN6 prolif = inducers of beta-cell replication in MIN6 cells; proliferation, % at 10 µM; MIN6 cells proliferation, ATPlite luminescence, 48 h; cells starved in 0.2% serum; 100% = growth in 10% serum; 330,000 tested, 0.29% active;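 active = compounds whose signal lies at least 3.5 SD above the mean of all wells on their plate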;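 also: 0% = DMSO-treated cells in low-serum medium and 100% = 10% serum control; some compounds called inactive have numbers as strong as hits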
* marks the source's active call; other numbers are inactive results.

Molecule	tim10-1 inh	tim23-1 inh	GRIN3A LBD mod	APJ agonist	MPTP block	TIM10 inh	NALP3 yeast inh	APJ antag	MIN6 prolif
O=C(c1sc2cccc(Cl)c2c1Cl)N1CCN(CCc2ccccn2)CC1	7	26	-2	-3	0.9	18	23	-8	-2
COc1cccc(/C=C2/C(=O)NN(c3ccc(F)cc3)C2=O)c1	-72	8	-2	0	1.3	-24	0	4	2
COCCNC(=S)N1CCN(Cc2ccc3c(c2)OCO3)CC1	5	14	1	-1	-1.4	1	22	-8	-1
CCn1c(SCC(=O)Nc2nc3ccc(C)cc3s2)nc2c(c1=O)SC(C)C2 (stereo not given)	33	52*	-3	3	26	-4	12	-9	-4
O=C(COC(=O)C1CCCC1)Nc1cccc(Cl)c1Cl	-5	8	2	-2	0.7	3	11	5	-1
O=C(Cn1cnc2ccccc2c1=O)c1ccc(Br)cc1	16	39	-3	-4	-0.8	26	16	15	0
CCOc1cc(N2CCOCC2)c(OCC)cc1NC(=O)CSc1cccc[n+]1[O-]	0	4	1	6	1.5	-5	-16	-51	2
Cn1ncc(Br)c1C(=O)Nc1ccc(Cl)cn1	8	8	13*	-2	5.7	13	3	-2	-4
O=C(COc1ccc(Br)cc1)N1CCN(S(=O)(=O)/C=C/c2ccccc2)CC1	36	20	2	-1	-0.8	-13	-16	-1	0
COc1cc(CNC(C)c2ccccc2)cc(Br)c1OCc1ccccc1 (stereo not given)	12	34	1	-2	9.6	20	37	7	-5
CCOc1ccc(NC(=O)C(CC)NC(=O)c2ccccc2CO)cc1 (stereo not given)	7	-10	0	-2	-2.0	10	13	10	0
O=C(Nc1ccc(Cl)cc1)c1cccc(OC(=S)N2CCOCC2)c1	16	18	0	6	0.4	-15	20	13	-5
COC(=O)N/N=C/c1ccc(OC(=O)c2ccco2)c(OC)c1	21	19	0	1	2.0	12	-15	10	0
CCCCOc1cccc(C(=O)N(Cc2ccccc2)C2CCS(=O)(=O)C2)c1 (stereo not given)	11	14	0	-2	-0.9	19	-10	9	0
CCCn1nnnc1COc1ccc(C(N)=O)cc1	-4	-4	1	-1	-0.8	7	14	4	1

Part of the list above in order of heavy-atom count, smallest number first:
Molecule	tim10-1 inh	tim23-1 inh	GRIN3A LBD mod	APJ agonist	MPTP block	TIM10 inh	NALP3 yeast inh	APJ antag	MIN6 prolif
O=C(Cn1cnc2ccccc2c1=O)c1ccc(Br)cc1	16	39	-3	-4	-0.8	26	16	15	0
COCCNC(=S)N1CCN(Cc2ccc3c(c2)OCO3)CC1	5	14	1	-1	-1.4	1	22	-8	-1
O=C(Nc1ccc(Cl)cc1)c1cccc(OC(=S)N2CCOCC2)c1	16	18	0	6	0.4	-15	20	13	-5

Carrying on.
Molecule	tim10-1 inh	tim23-1 inh	GRIN3A LBD mod	APJ agonist	MPTP block	TIM10 inh	NALP3 yeast inh	APJ antag	MIN6 prolif
O=C(Nc1cc(C(F)(F)F)ccc1F)C1CCCC1	23	17	2	-4	-2.5	10	-28	-8	-2
C=CCn1c(=N)n(CC(O)c2ccco2)c2ccccc21 (stereo not given)	-8	9	-1	-2	-0.9	-12	1	12	0
Cc1c(NC(=O)c2cccnc2Cl)c(=O)n(-c2ccccc2)n1C	12	7	0	-2	-0.7	-12	-9	2	0
CCOc1ccccc1C(=O)Nc1cccc(-c2nnc(-c3ccccc3)o2)c1	22	1	-6	2	11	-13	3	-9	-5
C/C=C/c1ccc(OCCn2cncn2)c(OC)c1	15	6	1	5	0.0	6	21	9	-1
Cc1cc(-c2csc(NC(=O)c3cccc(S(=O)(=O)N(C)C)c3)n2)c(C)n1-c1ccccc1	1	8	-3	-4	1.3	11	9	-7	-2
COc1cc(C(=O)Nc2ccccc2N2CCCCC2)cc(OC)c1OC	25	42	-2	-5	1.1	23	21	19	-4
COC(=O)[C@]1(Cc2ccccc2)N[C@H](CN(C)C(=O)c2ccc(F)cc2)[C@@H]2C(=O)N(C)C(=O)[C@@H]21	26	9	-1	-3	-0.1	7	4	-11	-2
CCc1cccc(CC)c1NC(=S)NCCc1c(C)[nH]c2ccccc12	36	43	-6	-3	0.4	0	3	-2	-6
C#CCOCCOCCOCCNc1nc(N2CCN(C(=O)[C@H](CC(N)=O)n3cc([C@@H](N)C(C)C)nn3)CC2)nc(N2CCN(C(=O)[C@H](CC(N)=O)n3cc([C@@H](N)C(C)C)nn3)CC2)n1	-2	2	-2	0	-1.8	4	13	-3	-3
CC(C)[C@@H](C(=O)NCC1CCC(C(=O)O)CC1)n1nnc2ccccc2c1=O (stereo not given in full)	8	9	0	5	-0.2	-1	10	7	0
COc1ccc(-n2nc(C(=O)NCc3ccco3)c3c4ccccc4n(C)c3c2=O)cc1Cl	-26	-19	0	-3	-1.7	-9	19	6	-4
Cc1nc2ccccc2c(=O)n1NC(=O)C1CC1	2	-7	0	-5	-1.7	5	22	0	-3
COc1ccc(Oc2nc(Oc3ccc(OC)cc3)nc(Oc3ccc(OC)cc3)n2)cc1	-5	-6	-1	-3	-2.5	11	4	-1	-3
COc1ccc(OC)c(NC(=O)c2nnn(Cc3ccc(Br)cc3F)c2N)c1	4	13	-1	0	1.0	6	21	-2	-1
COc1ccc(CCC(=O)NC2CCCCC2)cc1	-9	-1	1	-3	1.0	-3	19	-46	0
Cc1ccc(-n2nc3cc(C)c(NC(=S)NC(=O)/C=C/c4ccco4)cc3n2)cc1	26	2	-2	-3	0.9	-1	4	14	-3
CCCCOc1ccccc1NC(=O)CC1SC(=NCC)N(CC)C1=O (stereo not given)	9	12	1	-5	-4.8	14	28	4	-3
Brc1ccccc1C1N=C(c2ccccc2)NO1 (stereo not given)	7	16	-2	1	0.6	-12	-1	-22	-1
COc1cccc(C=Nc2ccccc2C(=O)Nc2nccs2)c1OC	13	10	-2	0	-1.8	2	8	17	-2
O=C(Cn1nnc2c(cnn2-c2ccc(F)cc2)c1=O)OC1CCCCC1	38	24	0	0	1.8	31	-1	-11	0
Cc1cc(C)nc(SCC(=O)Nc2ccc3c(c2)OCO3)n1	-5	-8	-1	-4	-0.7	-14	13	7	0
CCOC(=O)c1[nH]c2ccccc2c1NC(=O)CN1CCCCC1	13	1	1	-2	-0.5	3	16	-11	-2
Cc1ccc(NC(=O)c2ccc(NS(=O)(=O)c3cccc4cccnc34)cc2)cc1	-7	1	28*	-2	1.7	7	3	9	-3
CCN(CC)CCNC(=O)c1cn(CCOC)c(=O)c2c1c1ccccc1n2C	19	12	0	3	1.9	-7	6	6	-3
COc1ccccc1Nc1cc(C(=O)NCc2cccnc2)c2ccccc2n1	13	20	-1	-2	1.9	0	6	-26	-4
CC(C)Cc1nnc(NC(=O)CSc2nc(-c3ccccc3)cc(=O)[nH]2)s1	11	6	-3	-2	1.3	6	12	0	-3
Fc1ccc(F)c(CNc2ncnc3cc(Cl)ccc23)c1	11	5	-2	0	3.6	-37	25	-22	-2
COc1ccc(/C=C2\CCCC3C2=NN(C(=O)c2scnc2C)C3c2ccc(OC)cc2)cc1 (stereo not given)	30	38	0	-4	-3.7	32	1	7	-6
Cc1cccc2c1cnn2C(=O)Nc1ccc(Br)cc1F	24	9	0	-2	0.0	16	1	1	-5
COc1ccc(C(=O)NC2CCN(C(=S)Nc3cccc(C)c3)CC2)cc1	10	17	0	-3	-0.4	10	0	5	-3
CCCCCCCc1ccc(-c2ccc(O)cc2)nc1	-4	-26	-2	-1	0.6	-4	31	5	-4
O=C(NC1CCCc2ccccc21)C1CCC(CNS(=O)(=O)c2cccc3nsnc23)CC1 (stereo not given)	-6	-20	-1	-2	-0.6	-11	5	-43	-3
COC(=O)CCC(=O)c1oc2ccccc2c1NC(=O)CCCN1C(=O)c2ccccc2C1=O	16	-8	9	-2	0.6	-6	22	-13	2
COc1ccccc1CNC(=O)C(C)Oc1ccccc1 (stereo not given)	-7	11	0	-1	0.7	6	-2	-12	-2
O=C(Nc1ccc(F)cc1)c1ccc2c(c1)S(=O)(=O)N=C1CCCCCN12	10	19	0	-3	-0.6	1	1	-2	-2
Cc1[nH]c2ccccc2c1C(=O)COC(=O)C1CCC(=O)N1 (stereo not given)	10	25	-7	-5	-0.4	3	4	-1	-1
Cc1cc(/C=N/NC(=O)c2cccc(F)c2)c(C)n1-c1ccccc1	-1	26	0	1	0.1	6	13	2	-2
C=CCNC(=S)N/N=C/c1cccc([N+](=O)[O-])c1	38	33	0	-1	-0.3	47*	-2	-2	1
O=C(NCc1n[nH]c(=S)n1-c1cccc(Cl)c1)c1cccs1	-11	7	-3	-1	-0.6	-5	3	-16	1
Cn1cnnc1Sc1nc2ccccc2nc1NS(=O)(=O)c1ccccc1	5	14	-2	1	0.0	2	24	-3	-4
CC(C)Oc1cccc(C(=O)NC(=S)Nc2ccccc2N2CCOCC2)c1	33	35	20*	2	-0.9	33	6	-6	-7
NC(=O)CSc1nc2c(sc(=S)n2-c2ccccc2)c(=O)[nH]1	14	12	3	-2	-1.0	3	4	-20	4
O=[N+]([O-])c1cc([N+](=O)[O-])c(Oc2cccc(Cl)c2Cl)cc1NN1CCCCC1	-2	5	-9	3	-1.8	0	2	-24	-8
CCCN1CCC(N2CCN(c3ccc([N+](=O)[O-])cc3)CC2)CC1	-15	-10	0	-1	2.4	-13	23	-9	1
O=S(=O)([O-])CCC[n+]1ccc(Oc2ccccc2)cc1	16	1	-3	-1	-0.2	4	27	-27	-3
CC(C)c1ccc(S(=O)(=O)N2CCN(C(=O)c3cc(-c4ccccc4)n[nH]3)CC2)cc1	9	4	-1	-3	-0.5	16	8	-52	-1
Cc1ccc(C(=O)NCCNC(=O)COc2ccccc2Cl)cn1	5	5	-2	1	-0.1	0	11	6	1
COc1cccc(CC2(CO)CCCN(Cc3c(C)cc(C)cc3-n3cccn3)C2)c1 (stereo not given)	14	6	-2	-5	3.8	16	9	-1	-5
COc1ccccc1N(C)S(=O)(=O)c1ccc(C(=O)OCC(=O)Nc2ccc(C(N)=O)cc2)cc1	8	13	-4	-3	0.5	6	-3	2	2
CCOC(=O)c1ccc(OCC(=O)c2ccc(O)cc2O)cc1	5	16	1	-5	0.1	0	19	-10	-4
O=C(CSc1nnc(-c2ccc(F)cc2)o1)N1CCN(C(=O)c2ccco2)CC1	-14	1	-5	-2	-0.6	-3	-2	12	0
O=C(CCN1C(=O)c2cccc3cccc(c23)C1=O)N1CCN(Cc2ccc3c(c2)OCO3)CC1	24	16	7	3	0.5	22	-4	19	-2
CC(C)c1ccc(S(=O)(=O)N2CCN(C(=O)c3ccncc3)CC2)cc1	17	13	-1	-5	-0.8	6	-2	-5	-1
Cc1ccc(NC(=O)Nc2ccc3c(c2)C(=O)OC3)cc1Cl	-8	-14	24*	3	44	-5	20	3	4
Nc1ccc(C(=O)OCC(=O)N2CCOCC2)cc1[N+](=O)[O-]	-2	-5	0	-4	1.1	-3	3	-10	2
CCc1c(C2(O)CCCCC2)[nH]c2ccc(C(=O)OC)cc12	15	21	1	5	-0.6	10	34	-3	-3
O=C(N/N=C/c1cn[nH]c1-c1ccc(F)cc1)c1ccncc1	-13	-17	2	-1	12	-4	-6	-8	-3
CC(C)Cn1c(N)c(C(=O)COC(=O)c2cccn2C)c(=O)n(C)c1=O	13	25	2	-1	0.4	7	11	1	-2
COc1ccc(-c2cc(-c3cc(C)ccc3O)[nH]n2)cc1	52*	69*	14*	-6	2.9	51*	12	-4	-5

Screening results deposited in PubChem by Sanford-Burnham Center for Chemical Genomics.
